HEK293 tox: qHTS of GLP-1 Receptor Inverse Agonists: Cytotox Screen | 0.13% of 410,000 active | AID 624418, 2012 | HEK293 cAMP-luciferase reporter cells, luminescence, 24 h | Potency, µM (doses to about 38.3 µM), inactives show at the top dose activity change, negative = inhibition, hits mostly inhibitors;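 note: loss of luciferase light is scored as toxicity; % is set by controls: 0 for no effect and ±100 for the full control effect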
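Cells in DMEM/10% Nu serum/1% pen-strep, 1536-well format. Pre-incubated 12 h, dosed with 23 nL compound, incubated a further 24 h. Luciferase detection, 12 min at room temp, luminescence.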
KB-V1 cytotox: qHTS assay for MDR1-selective chemotherapeutics: Primary screen using the drug-selected MDR subline cells KB-V1; KB-V1 MDR cells viability, CellTiter-Glo, 72 h; Potency, µM (top dose mostly 46.1 µM), for inactives: at the top dose activity change, negative = cytotoxicity, usual class: cytotoxic; 3.4% of 400,000 active; AID 1347076, 2019; note: % is set by controls: 0 for no effect and ±100 for the full control effect; nearly all actives have a fitted effect of over 60% in size
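Cells of the MDR subline KB-V1 are plated, dosed with compound at multiple concentrations, and incubated 72 h at 37 degrees C; CellTiter-Glo is then added and luminescence read after 10 min.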
HT1080 IDH1KD tx: qHTS for induction of synthetic lethality in tumor cells producing 2HG: qHTS for the HT-1080-IDH1KD cell line; HT-1080 IDH1 knockdown viability, ATP luminescence, 48 h; Potency, µM (highest dose often 46.1 µM), without a hit: at the highest dose activity, negative = toxicity, actives largely listed as cytotoxic; 2% of 360,000 active; AID 686971, 2013;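 note: 0% = DMSO wells and -100% = cell-free medium wells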
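After a 2 h attachment period, IDH1KD HT-1080 cells took pin-transferred compound for 48 h at 37 °C; ATP-based luminescence after 10 min room-temperature reagent incubation reported viability.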
GLP1R ag: qHTS of GLP-1 Receptor Agonists; Glucagon-like peptide 1 receptor (Homo sapiens), P43220; HEK293 GLP-1R CRE-luciferase, luminescence, 4-6 h; cells express a hypersensitive GLP-1R form; Potency, µM (titrated, usually from 45.6 µM), inactives show at the top dose activation, most hits filed as activators; 0.007% of 380,000 active; AID 624172, 2012; note: % of control where 0% means no effect
Target sequence (P43220 whole entry, looked up): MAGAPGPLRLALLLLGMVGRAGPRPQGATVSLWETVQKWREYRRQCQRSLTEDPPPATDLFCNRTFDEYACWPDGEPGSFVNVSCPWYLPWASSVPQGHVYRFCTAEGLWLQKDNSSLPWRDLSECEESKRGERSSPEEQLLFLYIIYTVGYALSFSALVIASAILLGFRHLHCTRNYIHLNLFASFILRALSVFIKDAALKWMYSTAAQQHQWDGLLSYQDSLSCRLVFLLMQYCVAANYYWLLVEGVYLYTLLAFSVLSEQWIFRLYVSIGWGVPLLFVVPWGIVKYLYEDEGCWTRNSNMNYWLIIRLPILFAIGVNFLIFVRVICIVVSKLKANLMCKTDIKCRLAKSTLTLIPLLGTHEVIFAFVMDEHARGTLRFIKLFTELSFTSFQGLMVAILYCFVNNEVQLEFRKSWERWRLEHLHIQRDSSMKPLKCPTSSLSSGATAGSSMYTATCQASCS
SW480 rerep: A quantitative high throughput screen for small molecules that induce DNA re-replication in SW480 colon adenocarcinoma cells | SW480 DNA re-replication, Hoechst DNA content imaging, 48 h | Potency, µM (doses to about 46.1 µM), for inactives: top-dose re-replication activation, actives largely listed as activators | 1.8% of 340,000 active | AID 624297, 2012; note: % of control where 0% means no effect; nearly all actives have a fitted effect of over 55% in size
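Treated cells incubate 48 hr (37 C, 5% CO2), are stained 40 min with Hoechst, and nuclear fluorescence is enumerated; a rise in nuclei with high DNA signal marks re-replication.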
TDP-43 yeast inh: qHTS of TDP-43 Inhibitors; Potency, µM (series often up to 46.1 µM), inactives show top-dose growth rescue (activation), hits mostly activators; TDP-43 expressing yeast growth rescue, BacTiter-Glo, 24 h; 1.8% of 410,000 active; note: % of control where 0% means no effect; nearly all actives have a fitted effect of over 50% in size
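Yeast cells expressing TDP-43 under galactose induction are exposed to compounds for 24 hr at 30 deg C. BacTiter-Glo luminescence measures growth, so protective compounds score as activators.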
HT1080NT lethal: qHTS for induction of synthetic lethality in tumor cells producing 2HG: qHTS for the HT-1080-NT fibrosarcoma cell line | HT-1080-NT fibrosarcoma viability, CellTiter-Glo ATP luminescence, 48 h | Potency, µM (doses to about 46.1 µM), inactives show at the top dose activity, negative = less viability, actives largely listed as cytotoxic | 1.6% of 360,000 active | AID 686970, 2013;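 note: NT is the 2HG producing partner of a matched IDH1 knockdown line; 0% = DMSO-treated cells and -100% = media-only wells without cells; nearly all actives have a fitted effect of over 55% in size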
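Toxicity toward the 2HG-producing NT line was scored as %Activity, normalised to DMSO and no-cell wells, from CellTiter-Glo luminescence after 48 hours' treatment.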
GLP1R inv ag: qHTS of GLP-1 Receptor Inverse Agonists (Inhibition Mode); Potency, µM (doses to about 38.3 µM), inactives show top-dose activity change, negative = inhibition, actives largely listed as inhibitors; HEK293 GLP-1R CRE-luciferase, luminescence, 24 h; GLP-1R form is constitutively active; 1.6% of 410,000 active; note: % is set by controls: 0 for no effect and ±100 for the full control effect; nearly all actives have a fitted effect of over 55% in size
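Readout was luciferase luminescence, measured 12 min after detection reagent at room temperature. Beforehand, GLP-1R reporter HEK293 cells had sat 12 h, then received compounds for 24 hr at 37 deg C.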
KB-3-1 cytotox: qHTS assay for MDR1-selective chemotherapeutics: Primary screen using the parental adenocarcinoma cell KB-3-1. KB-3-1 viability, CellTiter-Glo ATP luminescence, 72 h. Potency, µM (titrated, usually from 46.1 µM), inactives show at the top dose activity change, negative = cytotoxic, usual class: cytotoxic. 1.4% of 400,000 active; note: % is set by controls: 0 for no effect and ±100 for the full control effect; nearly all actives have a fitted effect of over 60% in size
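Parental KB-3-1 adenocarcinoma cells in phenol-red-free DMEM with 10% FBS were pin-treated with compounds at several concentrations, incubated 72 h at 37 °C, and viability read by CellTiter-Glo luminescence; concentration-effect curves were fitted after normalization.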
The depositor's hits bear a star; ? = inconclusive; nt = no result given; & = joins results of further samples; [ ] = dose if it differs, or a comment. Calls come from the whole dose curve; as a rule, active = well fitted curve in the direction sought with a large enough effect; inconclusive = small, poorly fitted or top-dose-only effect, or another doubt; inactive = no such curve, though single readings can be large; an effect the other way counts as inactive or inconclusive. Potency is the fitted concentration of half-maximal effect. No enrichment for hits. About 9.4% of those tested had a hit in this group.

Values run as follows: HEK293 tox	KB-V1 cytotox	HT1080 IDH1KD tx	GLP1R ag	SW480 rerep	TDP-43 yeast inh	HT1080NT lethal	GLP1R inv ag	KB-3-1 cytotox
> COC(=O)CS(=O)(=O)c1ccsc1C(=O)Nc1ccc(F)cc1
 : 12%	-7%	-4%	11%	-12%	-10%	-23%	6%	14%
> CSc1nc2ccccc2cc1/C=C(\C#N)c1ccc(Cl)cc1Cl
 : 21%	-14%	-5%	-32%[inhibitor]	?	-17%	3%	?	?
> CC1(C)CC(=O)C(N=Nc2ccc(OC(F)F)cc2)=C(O)C1
 : -3%	0%	5%	7%	-3%	19%	-1%	7%	4%
> Clc1ccc(CNc2nc(CN3CCOCC3)nc3scc(-c4ccccc4)c23)cc1
 : ?	21µM*	-3%	-3%	-11%	-8%	1%	3.2µM*	?
> CC(NC(=O)C1CC2CCCC(C1)C2=O)c1ccccc1 (stereo not drawn)
 : -9%	0%	21%	-19%	-10%	0%	20%	-19%	16%
> COc1ccc(OC)c(NS(=O)(=O)c2ccc3c(c2)CCCN3C(=O)C2CCC2)c1
 : -6%	?	nt	nt	nt	20%	nt	1%	-12%
> COCCCNC(=O)CCCn1c(=O)c2ccccc2n(CC(=O)Nc2c(C)cc(C)cc2C)c1=O
 : -2%	?	19%	2%	0%&5%	2%	23%	-10%	0%
> COc1ccc2c(c1)C1=NN(/C(C)=C/C(C)=O)C(c3ccc(F)cc3)C1CC2 (stereo not drawn)
 : 20%	21µM*	13%	9%	0%	22µM*	5%	0%	-17%
> CCN(C1CCCCC1)S(=O)(=O)c1c(C)n(C)c(=O)n(C)c1=O
 : 7%	-1%	3%	-4%	0%	24%	3%	-6%	16%
> Cc1ccc(-c2cc([C@H]3[C@H]4C=CC[C@@H](C)[C@@H]4C(=O)N3Cc3ccccc3)ccc2F)cc1
 : 14%	?	-2%	-2%	4%[9.22 µM]	-1%	-10%	?	-2%
> Cc1ccc(OCCSc2nc3ccccc3n2CC(=O)N2CCCCC2)cc1C
 : -8%	-3%	nt	nt	nt	12%	nt	-9%	-4%
> COc1ccc(N(CC(=O)Nc2cccc(C(F)(F)F)c2)S(C)(=O)=O)cc1
 : -2%	2%	-9%	4%	0%	?	-6%	-8%	-2%
> CN1C(=O)Cc2cc(S(=O)(=O)CCC(=O)N3CCN(c4cccc(Cl)c4)CC3)ccc21
 : 1%	23%	nt	nt	nt	-5%	nt	-6%	-1%
> CN1c2ccc(C=O)c3c(C=O)ccc(c23)N(C)C1(C)C
 : ?	18µM*	12µM*	-4%	3.3µM*	28%	?	13µM*	?
> CC1CCCCN1S(=O)(=O)c1cnc(Cl)c(Br)c1 (stereo not drawn)
 : 16%	-9%	-1%	-7%	18%	2%	3%	-14%	0%

Other entries:
Values run as follows: HEK293 tox	KB-V1 cytotox	HT1080 IDH1KD tx	GLP1R ag	SW480 rerep	TDP-43 yeast inh	HT1080NT lethal	GLP1R inv ag	KB-3-1 cytotox
> CC(C)n1c(=O)c2ccccc2n1Cc1cn(Cc2cccs2)nn1
 : -4%	10%	1%	4%	nt	14%	17%	6%	0%
> Cc1ccccc1NC(=O)/C=C/c1cccs1
 : -5%	?	-20%	5%	-13%	22%	-19%	6%	16%
> CCN(CC)C(=O)C(=O)N/N=C/c1ccc(C(=O)O)cc1
 : 1%	?	11%	-15%	-4%	8%	13%	8%	14%
> COc1ccc(/C(C)=N/OCC(=O)N=Nc2c(O)[nH]c3ccccc23)cc1
 : 20%	6%	27%	6%	-13%	-9%	19%	8%	3%
> CCOc1ccc(NC(=O)c2ccc(OC)cc2)cc1
 : 6%	?	-2%	2%	1%	18%	9%	0%	6%
> Nc1cccnc1Sc1ccc([N+](=O)[O-])cn1
 : -7%	5%	-9%	2%	?	25%	-11%	-2%	24%
> CCCn1c(SCC(=O)NCc2ccco2)nnc1-c1ccncc1
 : 6%	8%	13%	-4%	?	-10%	?	13%	-1%
> COc1ccc2ccccc2c1CNCCCN1CCOCC1
 : -2%	-23%	-6%	-1%	0%	-4%	-12%	-28%	8%
> C=COC(=O)CSc1snc(SCC(=O)OC)c1C#N
 : -7%	17%	2%	-18%	-5%	4%	11%	5%	9%
> COc1cccc(CNC(=O)CC2C(=O)NCCN2CCCc2ccccc2)c1 (stereo not drawn)
 : 2%	1%	-1%	8%	17%	15%	0%	10%	1%
> CCN1CCN(C(c2cccs2)C(C)NC(=O)c2cccc(OC)c2)CC1 (stereo not drawn)
 : 3%	-1%	8%	7%	-12%	22%	-9%	9%	6%
> O=C(NCCc1ccccc1F)C1CCC(=O)N(CCCN2CCCC2=O)C1 (stereo not drawn)
 : -15%	11%	0%	-5%	-5%	19%	-6%	1%	-14%
> Cc1ccc(N2C(=O)CSC23C(=O)N(CC(=O)Nc2ccc(C(C)C)cc2)c2ccccc23)cc1C (stereo not drawn)
 : 3%	-4%	nt	5%	nt	24%	nt	-25%	-8%
> CC(=O)NC(CC(=O)NC12CC3CC(CC(C3)C1)C2)c1ccccc1 (stereo not drawn)
 : 14%	?	7%	-6%	-3%	12%	-1%	0%	2%
> Cc1cc(C)n(-c2ccc(C(=O)Nc3sccc3C(N)=O)cc2)n1
 : -30%	29µM*	?	-2%	-5%	-1%	-23%	-6%	?

Continuation:
Values run as follows: HEK293 tox	KB-V1 cytotox	HT1080 IDH1KD tx	GLP1R ag	SW480 rerep	TDP-43 yeast inh	HT1080NT lethal	GLP1R inv ag	KB-3-1 cytotox
> Cc1cc(N2CCN(C)CC2)nc2ccc(NC(=O)CCC3CCCC3)cc12
 : 5%	16%	-3%	3%	-4%	1%	1%	4%	-11%
> O=C(NC(=S)N1CCN(C(c2ccccc2)c2ccccc2)CC1)c1ccc(S(=O)(=O)N2CCOCC2)cc1
 : 2%	21µM*	-12%	-12%	2%	37%	-7%	0%	-10%
> CCc1sc(C(C2C(=O)CC(C)(C)CC2=O)C2C(=O)CC(C)(C)CC2=O)cc1[N+](=O)[O-]
 : -1%	-3%	?	0%	-7%	?	-2%	5%	4%
> Cc1ccc(OCC(=O)NCCNC(=O)c2ccc(C)nc2)cc1
 : 1%	-26%	4%	8%	3%	0%	-2%	7%	2%
> COc1cc(OC)cc(-n2nnnc2SCC(=O)N2CCCc3ccccc32)c1
 : 1%	-19%	3%	2%	15%	-1%	-2%	12%	11%
> COc1ccc(N(Cc2cc3ccccc3[nH]c2=O)C(=O)C2CCCO2)cc1 (stereo not drawn)
 : -8%	-11%	5%[9.24 µM]	3%	-3%	16%	7%	1%	25%
> O=S(=O)(CCc1nc2ccccc2o1)c1ccc(Cl)cc1
 : 3%	-2%	20%	-1%	-10%	-1%	15%	-15%	8%
> CCC(C)[C@H](NC(=O)NCc1ccccc1Cl)C(=O)O (stereo partly drawn)
 : 1%	9%	-6%	10%	-28%	-19%	0%	2%	0%
> COc1ccccc1NC(=O)Cn1c(=O)n(-c2cccc(C(C)=O)c2)c(=O)c2c3c(sc21)CN(C(C)=O)CC3
 : 1%	-4%	nt	-1%	nt	-9%	nt	-4%	9%
> O=C(Nc1ccc(S(=O)(=O)Nc2ncccn2)cc1)c1ccco1
 : 1%	?	2%	0%	-1%	10%	-1%	6%	16%
> CC1=C(C(=O)N2CCOCC2)CC(CC(=O)NCCc2ccccn2)C(=O)N1Cc1ccc(C(C)(C)C)cc1 (stereo not drawn)
 : -10%	-23%	2%	10%	nt	9%	-6%	16%	3%
> CCn1cnc2sc(C(=O)N3CCN(c4ccc(OC)cc4)CC3)c(C)c2c1=O
 : 21%	-2%	5%	23%	14%	5%	5%	55%[activator]	16%
> CNC(=S)NCCC(c1ccccc1)c1ccccc1
 : ?	-14%	-17%	2%	-12%	1%	-1%	?	-4%
> O=C(CSC1=Nc2ccccc2C2=NC(CCC(=O)NC3CCCCC3)C(=O)N12)Nc1cccc(C(F)(F)F)c1 (stereo not drawn)
 : 5%	3%	nt	nt	nt	3%	nt	18%	-2%
> CCOc1ccc(CN(C)CC(=O)Nc2cccc3ccccc23)cc1OC
 : 12%[7.66 µM]	?	-20%	6%	0%	-2%	-22%	43%[activator][7.66 µM]	-12%

Marked active in TDP-43 yeast inh, of those listed so far:
SMILES | GLP1R ag | SW480 rerep | TDP-43 yeast inh | GLP1R inv ag
COc1ccc2c(c1)C1=NN(/C(C)=C/C(C)=O)C(c3ccc(F)cc3)C1CC2 (stereo not drawn) | 9% | 0% | 22µM* | 0%

Remaining list, next part:
Values run as follows: HEK293 tox	KB-V1 cytotox	HT1080 IDH1KD tx	GLP1R ag	SW480 rerep	TDP-43 yeast inh	HT1080NT lethal	GLP1R inv ag	KB-3-1 cytotox
> Cc1cc(NC(=O)NC(=O)c2ccc(F)cc2F)n[nH]1
 : -2%	0%	-12%	-33%[inhibitor]	-10%	-19%	1%	?	-14%
> O=C(NCCc1cn2ccccc2n1)c1ccc(Br)o1
 : 1%	-14%	2%	0%	2%	-6%	-5%	2%	?
> C#CCOCCOCCOCCNc1nc(N2CCN(C(=O)[C@H]([C@@H](C)CC)n3cc([C@@H](N)CO)nn3)CC2)nc(N2CCN(C(=O)[C@H]([C@@H](C)CC)n3cc([C@@H](N)CC(C)C)nn3)CC2)n1
 : -8%	0%	1%	-4%	-28%	-12%	2%	0%	-15%
> Cc1ccc2nc(-c3ccncc3)cc(C(=O)Nc3ccncc3)c2c1
 : -6%	-23%	-14%	1%	-6%	11%	-19%	12%	-35%
> COc1cccc(CC(=O)N2CCN(c3ccccc3[N+](=O)[O-])CC2)c1
 : 5%	0%	-9%	14%	8%	-20%[0.397 µM]	20%	5%	0%
> Cc1cccc(NC(=O)c2cccnc2Cl)n1
 : -11%	0%	21%	4%	4%	16%	13%	0%	0%
> CCOc1ccc(NC(=O)CN(C)C(=O)c2ccccc2CCc2ccccc2)cc1OCC
 : -14%	?	-1%	5%	0%	0%	-3%	?	-15%

Screening data deposited in PubChem by National Center for Advancing Translational Sciences (NCATS).
